Screens deposited in PubChem by Broad Institute.
PglD inh: blocks C. jejuni PglD acetyltransferase activity | AID 602405 | inhibition, % at 12.5 µM | purified PglD enzyme, DTNB colorimetric CoA detection | actives 0.098% (n = 360,000); in the data active means inhibition above about 16%, passing the limit was not always enough; inconclusive means no clear call, values can overlap the other calls; further: strong numbers were not always called active
Cneo AK release: causes C. neoformans cell lysis. adenylate kinase release luminescence, 4 h; normalised: neutral wells 0, clomiphene wells 100. lysis activity, % at 15 µM. actives 0.2% (n = 360,000). AID 651654;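 active means mean lysis activity across replicates of at least 80%, whatever share of replicates individually reach that level; inactive means mean lysis activity below 80%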
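Assay system: Cryptococcus neoformans yeast cells / Dosing: single-point compound dose / Timing: 4 h at 37 °C static, read 1 h later / Measured by: luminescence of released adenylate kinase using an AK detection reagent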
INS-1E GSIS act: GLuc luminescence reporter in INS-1E cells, primary screen for activators of glucose-dependent secretion of insulin; INS-1E GLuc reporter insulin secretion, 2-3 h; activation, % at 16.6 µM; actives 0.61% (n = 370,000);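 active means lowest replicate activation of at least 40%, so every replicate reaches that level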;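 further: 0% = median of neutral control wells and 100% = median of IBMX positive control wells; some compounds called inactive have numbers as strong as hits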
PAX8 inh HTS: PAX8 transcriptional activity inhibition; RMG-I TPO-luciferase reporter, SteadyGlo, 24 h; inhibition, % at 12.6 µM; actives 1.2% (n = 360,000); AID 652154;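 active means mean replicate inhibition at least 60% with every replicate also reaching 60%; inconclusive means only one of the two criteria is met; inactive means mean below 60% and not all replicates reaching 60%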;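 further: luciferase light reporting Pax8 driven TPO promoter activity; plate controls were median of neutral control wells for no effect and mitoxantrone controls for full effect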
C2C12 statin: suppression of simvastatin myotoxicity; C2C12 myotubes + simvastatin, ATP luminescence, 48 h; scaled: DMSO 0, geranylgeraniol control 100; rescue of ATP level, % at 7.49 µM; actives 0.78% (n = 330,000);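 active means mean ATP rescue above about 67%, or every replicate alone reaching that limit, limit read from the data, passing the limit was not always enough; inconclusive means no clear call, values can overlap the other calls; inactive means mean under the limit and some replicate under it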;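 further: myotubes were challenged with 10 µM simvastatin during compound exposure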
ARNT TACC3 PPI: ARNT/TACC3 interaction disruption. Q9Y6A5. AlphaScreen His-ARNT PAS-B/GST-TACC3 binding, luminescence; TACC3 fragment carries E629A point mutation. actives 0.66% (n = 390,000). AID 623870. inhibition, % at 9.99 µM;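 active means mean inhibition of replicates at least 50% and at least half of replicates each reaching 50%; inconclusive means half or more replicates reach 50% but mean below 50%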;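 further: 0% = complete ARNT plus TACC3 wells and 100% = ARNT alone without TACC3; many hits fall short of the cut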
LGR2 antag: blocks bursicon-induced cAMP signaling via Drosophila LGR2. HEK293 LGR2, CRE-luciferase, bursicon-stimulated, 4 h. inhibition, % at 9.99 µM. actives 0.35% (n = 380,000);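 active means drop in luminescence signal, shown as inhibition above about 50% in the replicate tests, limit read from the data, passing the limit was not always enough; inconclusive means probably only some replicates passing the limit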;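 further: agonist challenge used bursicon conditioned medium at about half maximal strength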
PGC1a acetyl inh: modulators of PGC1a acetylation | U2OS PGC1a acetylation, AlphaScreen anti-acetyl-lysine; with virally co-expressed GCN5 acetyltransferase | AID 651687 | actives 0.17% (n = 350,000) | inhibition, % at 15.6 µM;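 active means every replicate shows inhibition of at least 40%; inconclusive means mean inhibition at least 40% but some replicate below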;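 further: 0% = neutral control wells and 100% = positive control wells; some results beyond the cut were filed as inactive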
Numbers without * were called inactive; ? = inconclusive; · = not tested or not shown; & = joins results of further samples.

SMILES	PglD inh	Cneo AK release	INS-1E GSIS act	PAX8 inh HTS	C2C12 statin	ARNT TACC3 PPI	LGR2 antag	PGC1a acetyl inh
CCCNC(=O)[C@H]1[C@H](CO)[C@H]2Cn3c(cccc3=O)[C@H]2N1C(=O)C1CCC1	-5	49	4	·	-1	-5	-12	·
COc1cc(/C=C/c2[nH]c(=O)[nH]c(=O)c2[N+](=O)[O-])cc(OC)c1O	-10	0	6	9	5	0	-5	-7
COc1ccc([C@H]2CC(=O)C=C(c3ccc(OC)c(F)c3)C2)cc1	-2	-1	1	-4	-14	1	-35	-2
C[C@H](CO)N1C[C@H](C)[C@@H](CN(C)C(=O)Nc2ccc(C(F)(F)F)cc2)Oc2ncc(/C=C/c3ccccc3)cc2C1=O	-2	-14	-5	·	-6	-1	-34	6
O=C(Nc1ccc(NC(=O)c2ccco2)c(Cl)c1)c1ccccc1	·	·	-21	-99	·	0	-134	-13
OCCCNc1ncnc2c1[nH]c1ccccc12	0	-4	10	11	·	-1	-11	-18
CC(C)CC#Cc1ccc2c(c1)O[C@@H](CN(C)C(=O)C1CCCCC1)[C@@H](C)CN([C@@H](C)CO)S2(=O)=O	1	1	7	·	3	3	·	12
CC(=O)Nc1ccc(S(=O)(=O)NCc2ccc(C)n2C)cc1	2	10	10	14	12	-1	-9	-20
C[C@@H](NC(=O)C[C@@H]1CC[C@@H](NC(=O)C2CCC2)[C@@H](CO)O1)c1ccccc1	-1	3	-1	-3	10	11	4	-5
COc1ccc(S(=O)(=O)N2CC[C@@H]3[C@H]2c2cc(C#Cc4ccccc4OC)ccc2N[C@@H]3CO)cc1	2	1	11	18	-10	-15	24	-9
CC(C)NC(=O)N(C)C[C@@H]1Oc2c(cccc2N(C)C)C(=O)N([C@@H](C)CO)C[C@H]1C	-2	0	6	-28	-18	·	-4	3
Cc1ccc(NC(=O)CC2C(=O)N(Cc3ccccc3)C(=S)N2NC(=O)c2cccc(F)c2)c(C)c1 (stereo not drawn)	-2	1	-31	·	·	-1	27	-7
Cc1ccc(S(=O)(=O)Nc2ccc3c(c2)C(=O)N([C@H](C)CO)C[C@H](C)[C@@H](CN(C)C(=O)CCC(F)(F)F)OCCCC[C@H](C)O3)cc1	-4	55	-13	-7	·	-1	1	-1
Cc1cccc(NC(=O)NCc2ccc3c(c2)cc(C)n3C)c1	2	3	1	-1	6	-2	23	-5
COCC(=O)N[C@H]1CC[C@@H](CC(=O)N2CCCCC2)O[C@@H]1CO	-2	1	11	1	0	6	7	-11
COc1cc(-c2cc3nc4ccccc4n3c(N)c2C#N)cc(OC)c1OC	·	·	7	39	-36	-11	13	-17
C[C@@H]1CN([C@H](C)CO)C(=O)c2cc(C#CCc3ccccc3)cnc2O[C@@H]1CN(C)Cc1ccccc1	·	·	-17	-16	·	·	5	1
O=C(C[C@@H]1CC[C@H](NC(=O)CC2CC2)[C@@H](CO)O1)NCC(F)(F)F	-2	-2	9	-8	1	-4	12	8
CC(=O)Nc1ccc(S(=O)(=O)c2ccnc3cc(Cl)ccc23)cc1	12	0	·	110*	·	·	?	·
O=C(Nc1ccc(S(=O)(=O)Nc2ncccn2)cc1)C1CC(=O)N(c2ccccc2)C1 (stereo not drawn)	-1	0	6	-4	13	-3	-23	6
O=C(CSc1nnc2c(Cl)cc(Cl)cn12)N1CCN(S(=O)(=O)c2ccccc2)CC1	-1	-1	14	33	-1	4	·	0
Cc1cc(C)n(CCC(=O)N2c3ccccc3CC2C)n1 (stereo not drawn)	-2	2	15	9	7	2	3	·
Cc1ccc(S(=O)(=O)NNC(=O)Nc2ccccc2F)c(C)c1	-5	0	10	-9	·	7	21	-2
Cc1ccccc1Nc1nc(N2CCOCC2)nc(N2CCOCC2)n1	5	-2	-3	21	-4	0	16	-6
O=C(CNC(=O)c1ccccc1F)NCCCN1CCCC1=O	0	-1	3	-20	0	7	-2	-11
CCn1ccnc1CN(C)C(=O)CCc1nnc(CCC2CCCCC2)o1	-7	1	-4	-31	3	8	-34	1
COc1ccc(CCN2CC(C(=O)OCC(=O)N(C)CC(=O)Nc3ccccc3Cl)CC2=O)cc1OC (stereo not drawn)	-3	1	23	-17	4	7	8	4
CCC(=O)Nc1ccc(S(=O)(=O)Nc2cccnc2)cc1	3	-1	7	·	7	2	12	10
CC(C)NC(=O)Nc1ccc2c(c1)C(=O)N([C@@H](C)CO)C[C@H](C)[C@@H](CN(C)S(C)(=O)=O)OCCCC[C@@H](C)O2	9	-3	15	-11	·	16	6	3
C/C(=N/NC(=O)Cc1ccccc1)c1ccc(C)s1	-1	2	-8	-71	-9	-6	-17	·
COCC(=O)Nc1ccc2c(c1)OC[C@@H](C)N(Cc1ccccc1)C[C@H](C)[C@@H](OC)CN(C)C2=O	3	-1	-21	·	0	2	0	-12
CCc1ccccc1NS(=O)(=O)c1ccc2c(c1)C(C)(C)C(=O)N2C	3	6	2	2	2	·	-8	-2
C[C@@H]1CN([C@H](C)CO)C(=O)Cc2cc(NC(=O)Nc3ccc4c(c3)OCO4)ccc2O[C@@H]1CN(C)C(=O)Nc1ccc(C(F)(F)F)cc1	2	3	-7	2	-27	2	-2	-1
C[C@@H]1CCCCO[C@@H](CN(C)C(=O)C2CCCCC2)[C@H](C)CN([C@@H](C)CO)C(=O)c2cc(NC(=O)C3CCCCC3)ccc2O1	0	-1	-25	8	·	-6	-11	-4
COc1ccc(NC(=O)CCCn2c(=O)c3sccc3n(Cc3ccc(C)cc3C)c2=O)cc1	1	0	-35	25	2	-5	-2	4
Cc1ccc(OCC(=O)Nc2ccccc2N2CCOCC2)c(C)c1	8	-11	·	·	-11	-11	·	1

In the list so far, these contain a CF3 group.
SMILES	PglD inh	Cneo AK release	INS-1E GSIS act	PAX8 inh HTS	C2C12 statin	ARNT TACC3 PPI	LGR2 antag	PGC1a acetyl inh
C[C@H](CO)N1C[C@H](C)[C@@H](CN(C)C(=O)Nc2ccc(C(F)(F)F)cc2)Oc2ncc(/C=C/c3ccccc3)cc2C1=O	-2	-14	-5	·	-6	-1	-34	6
Cc1ccc(S(=O)(=O)Nc2ccc3c(c2)C(=O)N([C@H](C)CO)C[C@H](C)[C@@H](CN(C)C(=O)CCC(F)(F)F)OCCCC[C@H](C)O3)cc1	-4	55	-13	-7	·	-1	1	-1
O=C(C[C@@H]1CC[C@H](NC(=O)CC2CC2)[C@@H](CO)O1)NCC(F)(F)F	-2	-2	9	-8	1	-4	12	8
C[C@@H]1CN([C@H](C)CO)C(=O)Cc2cc(NC(=O)Nc3ccc4c(c3)OCO4)ccc2O[C@@H]1CN(C)C(=O)Nc1ccc(C(F)(F)F)cc1	2	3	-7	2	-27	2	-2	-1

The results go on.
SMILES	PglD inh	Cneo AK release	INS-1E GSIS act	PAX8 inh HTS	C2C12 statin	ARNT TACC3 PPI	LGR2 antag	PGC1a acetyl inh
COc1cccc(CNc2ccc(S(=O)(=O)Nc3nccs3)cc2)c1O	-9	-1	·	·	-5	·	·	-5
CCC1S/C(=N/S(=O)(=O)c2ccc(N)cc2)NC1=O (stereo not drawn)	-2	0	3	-13	1	-1	7	-4
COc1ccc(C(CNC(=O)c2ccc(-c3ccccc3)cc2)N(C)C)cc1OC (stereo not drawn)	-9	1	-24	4	-17	2	15	-13
C[C@@H]1CN([C@@H](C)CO)C(=O)Cc2cc(NC(=O)CCC(F)(F)F)ccc2O[C@@H]1CN(C)S(=O)(=O)c1ccc(Cl)cc1	4	1	-5	4	-2	1	7	12
Cc1c(C)n2c(SCC(=O)NC3CCCC3)nnc2[nH]c1=O	·	·	9	-6	-3	-4	-1	14
CN1CCN(c2ccc(NC(=O)c3ccc4ccccc4c3)cc2)CC1	2	-7	30	4	-3	0	40	0
NC(=S)NN=C1CCCCC12CCCC2	3	3	·	-7	-1	11	15	-5
Cc1ccc(NC(=O)CN(C)C(=O)Cn2ncc(Cl)c(Cl)c2=O)cc1	1	-1	-6	93*	·	-22	9	·
Cc1cc(C)c(NS(=O)(=O)c2ccc3c(c2)NC(=O)CCS3)c(C)c1	3	-1	-29	18	8	·	12	-8
Cc1nc2ccccc2n1/N=C/c1ccc([N+](=O)[O-])s1	·	·	-9	62*	·	5	24	·
CCC(CC)NC(=O)CSc1nnc(-c2c[nH]c3ccccc23)o1	·	·	-2	4	·	-10	-5	·
C[C@@H]1CN([C@@H](C)CO)C(=O)c2cc(-c3ccncc3)cnc2O[C@H]1CN(C)C(=O)C1CCC1	·	·	12	·	-12	·	-1	-5
CNc1nc(N/N=C/c2cc([N+](=O)[O-])ccc2F)nc(Nc2ccccc2)n1	-4	-2	34	8	-8	-2	12	14
C/C=C/c1ccc([C@@H]2[C@H](CO)N3C(=O)CN(Cc4ccccc4)C[C@@H]23)cc1	·	·	-2	2	·	·	1	0
CCOC(=O)c1nc(Nc2ccccc2CC)c2ccccc2n1	-4	0	15	-12	-10	-2	3	0
COc1cccc(C(=O)Nc2nnc(-c3ccccc3)s2)c1OC	0	-6	0	-215	10	0	-11	·
CC(C)OC(=O)c1cc2ccccc2oc1=O	5	0	·	·	5	-1	·	1
CO[C@@H]1CN(C)C(=O)c2cc(NS(=O)(=O)c3ccc(-c4ccccc4)cc3)ccc2OC[C@H](C)NC[C@@H]1C	-2	-1	15	·	-27	2	-11	-31
CCc1ccccc1N1CC23C=CC(O2)C(C(=O)OCC(C)C)C3C1=O (stereo not drawn)	1	3	17	-4	13	-5	-6	4
O=C(CSc1ccccc1)N1CCCC(N2CCN(c3ccccc3)CC2)C1 (stereo not drawn)	-1	-2	-10	15	-6	0	1	0
O=S(=O)(c1cccc2cccnc12)N1CCN(c2ccc(F)cc2)CC1	·	·	-10	27	·	1	10	·
CCOC(=O)c1sc(NC(=S)NC(=O)c2ccc(OC)cc2)nc1C	-8	-1	13	-27	-13	-5	8	5
COc1ccc(NC(=O)N(C)C[C@H]2OCc3cnnn3CCCC(=O)N([C@H](C)CO)C[C@@H]2C)c(OC)c1	0	0	1&0	2&-7	-36	-9	4&-13	-4
O=C(OCCCCN1C(=O)c2ccccc2C1=O)c1ccc(Br)o1	1	2	·	-17	-7	1	·	4
Cc1ccc(OCC(=O)Nc2ccc(N3CCOCC3)cc2)cc1	0	0	29	·	16	-8	12	0
COc1ccc(C(CC(=O)c2ccc3c(c2)OCO3)C(=O)O)cc1OC (stereo not drawn)	-6	0	32	1	·	·	-1	·
O=C1S/C(=C\c2cccs2)C(=O)N1c1ccc(O)cc1	-3	-8	1	-64	5	-11	-33	0
CCCNC(=O)C1(C)CCN(C(=O)c2ccc(OC(F)F)cc2)C1 (stereo not drawn)	-2	2	-3	-6	3	·	18	-2
C[C@@H]1CN([C@@H](C)CO)C(=O)CCCn2nncc2CO[C@@H]1CN(C)Cc1cccc(O)c1	·	·	-2	·	-7	·	11	7
Cc1c(OCc2ccccc2)c(=O)ccn1Cc1ccc(F)cc1	·	·	8	3	·	-2	4	-12
COc1ccccc1Oc1coc2cc(O)ccc2c1=O	1	0	0	·	5	0	18	8
Cc1[nH]n(-c2ccccc2)c(=O)c1N=Nc1ccc(F)cc1	-1	3	-9	-2	-6	-1	-4	5
Cc1cc(C(F)F)n2ncc(C(=O)NC3CCCCCC3)c2n1	13	2	·	·	-4	·	·	-15
COc1cc(C2N(c3cccc(Cl)c3)C(=O)C3CCCN32)cc(OC)c1OC (stereo not drawn)	-1	0	16	-2	-1	·	3	8
COc1ccc(OCCn2c(N)nc3ccccc32)cc1	1	3	27	-8	21	0	4	·
